Bioassay records from PubChem BioAssay.
PDI inh: blocks human protein disulfide isomerase activity; PDI insulin aggregation turbidity, A650, 90 min; inhibition, % at 10 µM; 350,000 compounds, 0.052% hits; AID 588391;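 active = mean inhibition across replicates of 30% or more, whatever share of single replicates reach that level; inconclusive = mean inhibition below 30% while every single replicate reaches 30%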;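 note: absorbance from insulin aggregation driven by PDI reduction with DTT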
Target sequence (P07237 whole entry, looked up): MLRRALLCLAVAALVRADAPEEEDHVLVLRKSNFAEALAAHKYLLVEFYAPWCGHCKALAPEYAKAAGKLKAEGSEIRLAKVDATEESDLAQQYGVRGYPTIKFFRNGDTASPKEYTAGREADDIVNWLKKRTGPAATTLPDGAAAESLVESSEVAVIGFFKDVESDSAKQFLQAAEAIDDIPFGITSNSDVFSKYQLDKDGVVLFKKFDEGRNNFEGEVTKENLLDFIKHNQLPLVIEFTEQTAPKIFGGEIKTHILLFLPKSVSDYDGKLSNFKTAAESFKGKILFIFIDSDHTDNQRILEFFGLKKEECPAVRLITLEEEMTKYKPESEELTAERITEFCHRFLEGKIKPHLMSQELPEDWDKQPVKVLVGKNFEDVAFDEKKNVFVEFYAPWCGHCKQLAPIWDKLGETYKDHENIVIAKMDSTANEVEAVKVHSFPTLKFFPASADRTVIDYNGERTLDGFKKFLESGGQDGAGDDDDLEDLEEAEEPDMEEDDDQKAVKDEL
Vif inh: HIV Vif inhibition | inhibition, % at 7.49 µM | HEK293T cells, Vif self-association by quenched fluorescence, imaging, 24 h | AID 602346 | 340,000 compounds, 0.35% hits; in the data active = inhibition above about 50%, passing the limit was not always enough; inconclusive = no clear call, values can overlap the other calls; inactive = below about 31%; note: some results filed as inactive read as strong as hits
hiPSC survival: enhancers of human iPSC single-cell survival; hiPSC single-cell survival, ATPlite luminescence; 100% = ROCK inhibitor wells, 0% = DMSO; survival enhancement, % at 20 µM; 360,000 compounds, 0.044% hits; in the data active = survival enhancement above about 18%;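 note: cells exposed to compounds for 16 hours before the ATP read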
CaV13 ICDI inh: Disruptors of the CACNA1D IQ motif to Ca2+-dependent inactivation inhibitor domain association, primary screening, Förster resonance energy transfer in intact living … | HEK cells, CFP/YFP FRET ICDI-IQ, plate reader, 10 min; percent FRET-ratio fall versus neutral wells | inhibition, % at 12.3 µM | 340,000 compounds, 0.098% hits;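 active = mean replicate inhibition of at least 30% and at least 1% of replicates passing that level; inconclusive = only one of the two criteria is met; inactive = neither criterion is met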;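 note: 0% = median of the neutral control wells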
HIF-2a block: HIF-2a inhibition | 786-0 RCC cells HIF-2a reporter, luciferase luminescence, overnight | inhibition, % at 18.8 µM | 360,000 compounds, 0.72% hits | AID 624352;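 active = inhibition of the luminescence signal of 40% or more relative to plate controls, in a single-dose primary screen at 18.75 µM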
aDG glyco act: alpha-DG glycosylation activation; Pro5-aDG cells, alpha-DG glycosylation AlphaScreen (IIH6); 0% Pro5, 100% B10-LARGE cell signal; activation, % at 10 µM; 360,000 compounds, 0.22% hits; AID 624168;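 active = activation of at least 8% versus controls, or a plate z-score of at least 8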;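 note: Pro5 are CHO cells carrying HIG-tagged alpha-DG that lacks glycosylation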
Peg3 prom inh: Peg3 promoter activity inhibition; HeLa PEG-Prom luciferase reporter, luminescence, overnight; inhibition, % at 20 µM; 360,000 compounds, 1.7% hits; AID 588405;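 active = inhibition of at least 50% at 20 µM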
NR2E3 ag-1: NR2E3 (human) agonism | inhibition of corepressor binding, % at 4.78 µM | GST-NR2E3/biotin-RetCOR TR-FRET, 1536-well | 320,000 compounds, 0.12% hits | AID 2300 | Q9Y5X4;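 active = percent inhibition above the cutoff of mean plus 3 SD of all tested compounds, set per screening campaign, cut at about 20% in these data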;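 note: 0% = DMSO wells and 100% = biotin wells as full block of FRET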
Target sequence (Q9Y5X4 whole entry, looked up): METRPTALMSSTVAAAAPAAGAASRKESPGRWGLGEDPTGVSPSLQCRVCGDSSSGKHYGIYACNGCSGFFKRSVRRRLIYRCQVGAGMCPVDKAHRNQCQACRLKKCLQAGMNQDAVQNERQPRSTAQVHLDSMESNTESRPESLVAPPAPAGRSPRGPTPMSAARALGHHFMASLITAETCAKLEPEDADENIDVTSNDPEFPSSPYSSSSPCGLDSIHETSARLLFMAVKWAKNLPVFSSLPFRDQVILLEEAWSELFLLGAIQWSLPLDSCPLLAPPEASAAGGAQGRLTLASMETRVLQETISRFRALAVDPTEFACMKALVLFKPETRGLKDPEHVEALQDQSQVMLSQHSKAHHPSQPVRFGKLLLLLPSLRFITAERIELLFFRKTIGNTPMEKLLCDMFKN
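Test system – NR2E3–RetCOR corepressor complex · Quantity – NR2E3 fusion 1.35 nM · Buffer or medium – Tris pH 7.5 · Incubation – Compound–protein incubation for 5 h at 4 °C · Technique – TR-FRET, Eu(K)-anti-GST donor, streptavidin-D2 acceptor, ex 340, em 617/671 nm · Evaluation – percent inhibition of 671/617 nm emission ratio versus biotin and DMSO controls · Plate – 1536-well format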
NR2E3 ag-2: agonists of human NR2E3 nuclear receptor; AID 602229; inhibition of corepressor binding, % at 3.98 µM; Q9Y5X4; CHO-S Gal4-NCOR/VP16-NR2E3 two-hybrid, luciferase; 360,000 compounds, 0.35% hits;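 active = inhibition above the mean of all tested compounds plus 3 SD, cut at about 70% in these data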;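 note: 0% = DMSO with NR2E3 transfected cells and 100% = cells lacking NR2E3 construct; higher means lower luciferase signal from less NR2E3 corepressor binding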
Granule exo inh: lytic granule exocytosis inhibition; TALL-104 LAMP-1 surface exposure, flow cytometry; cells stimulated with thapsigargin and PMA; 360,000 compounds, 0.66% hits; inhibition, % at 10 µM;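 active = inhibition above about 55%, limit read from the data; inconclusive = no clear call, values can overlap the other calls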
TRPM1 prom inh: reduces MITF-dependent TRPM1 promoter luciferase signal; inhibition, % at 12.5 µM; 330,000 compounds, 0.83% hits; SK-MEL-5 TRPM1 promoter luciferase, 24 h;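 active = mean inhibition across replicates of 60% or more, whatever share of single replicates reaches that level; inconclusive = some that reach 60%, reason not given; inactive = mean inhibition across replicates below 60%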; note: values of inactives mirror those of a sister screen read the other way
Numbers without * were called inactive; u = inconclusive; x = no result given.

Sample of the layout (two entries):
Order of results – PDI inh | Peg3 prom inh | CaV13 ICDI inh | aDG glyco act | TRPM1 prom inh | hiPSC survival | NR2E3 ag-1 | NR2E3 ag-2 | HIF-2a block | Vif inh | Granule exo inh
1	O=C(COC(=O)Cc1ccsc1)NC(c1ccccc1)c1ccccc1
    8 | 1 | -2 | -0.1 | -10 | -1.0 | 3 | -7 | 5 | -17 | -2
2	Cc1ccc(NC(=O)COC(=O)c2ccc(OC(F)F)cc2)cc1S(=O)(=O)N1CCCCC1
    12 | -10 | -3 | 0.2 | 0 | -2.4 | x | -22 | 18 | -10 | 2

This part in full, repeating the preview:
Order of results – PDI inh | Peg3 prom inh | CaV13 ICDI inh | aDG glyco act | TRPM1 prom inh | hiPSC survival | NR2E3 ag-1 | NR2E3 ag-2 | HIF-2a block | Vif inh | Granule exo inh
1	O=C(COC(=O)Cc1ccsc1)NC(c1ccccc1)c1ccccc1
    8 | 1 | -2 | -0.1 | -10 | -1.0 | 3 | -7 | 5 | -17 | -2
2	Cc1ccc(NC(=O)COC(=O)c2ccc(OC(F)F)cc2)cc1S(=O)(=O)N1CCCCC1
    12 | -10 | -3 | 0.2 | 0 | -2.4 | x | -22 | 18 | -10 | 2
3	Nc1nc2ccccc2cc1-c1cccs1
    0 | -250 | -4 | -0.1 | -78 | -0.3 | -4 | -76 | -247 | 5 | -19
4	Cc1ccc[n+](C(C)C(=O)Nc2ccc([N+](=O)[O-])cc2C)c1 (stereo not given)
    6 | 1 | -3 | 0.0 | 4 | -0.4 | 0 | 11 | 10 | 0 | 6
5	C=CCN(c1ccccc1Cl)S(=O)(=O)c1cccc(C(=O)OCC(=O)N(C)C2CCS(=O)(=O)C2)c1 (stereo not given)
    3 | 15 | 0 | 0.2 | 4 | 1.0 | 1 | -6 | 14 | 7 | 0
6	Cc1ccc(C)n1Cc1ccc(C(=O)O)cc1
    8 | 8 | x | -0.2 | -2 | -1.9 | 34* | -38 | 12 | -3 | -3
7	Cc1ccn2c(=O)nc(SCC(=O)NCc3ccc(F)cc3)nc2c1
    -1 | 9 | -14 | 0.5 | 1 | -0.1 | 3 | 24 | 2 | 12 | -2
8	COc1ccc(-c2n[nH]c(=S)o2)c(OC)c1
    -4 | -10 | x | -0.4 | -3 | 0.8 | 2 | -19 | -21 | x | -2
9	CC(=O)O[C@H]1C(=O)[C@@]2(C)C([C@H](OC(=O)c3ccccc3)[C@]3(O)C[C@H](OC(=O)[C@H](O)[C@@H](NC(=O)c4ccccc4)c4ccccc4)C(C)=C1C3(C)C)[C@]1(OC(C)=O)CO[C@@H]1C[C@H]2O (stereo not given in full)
    x | 31 | x | -0.1 | x | -0.4 | 4 | -26 | 29 | 28 | -2
10	CC1CCC/C(=N\NS(=O)(=O)c2ccccc2)C1 (stereo not given)
    3 | -3 | -14 | 0.0 | -5 | 1.4 | 1 | -9 | 29 | -3 | 1
11	Cc1ccc(NC(=O)c2cncc(Br)c2)cc1S(=O)(=O)N(C)C
    4 | -180 | -20 | -0.2 | -72 | -0.2 | 0 | -24 | -205 | -2 | -1
12	COc1ccc(N(CC(=O)N2CCN(Cc3ccccc3)CC2)S(C)(=O)=O)cc1Cl
    0 | 16 | -20 | -0.1 | -1 | 1.5 | 1 | 2 | 14 | 3 | 13
13	C/C(=N\Nc1ccc(C(F)(F)F)cc1[N+](=O)[O-])C1CC1
    19 | -20 | -8 | 0.0 | -11 | 1.1 | -2 | 4 | -4 | -3 | 9
14	COc1cc([N+](=O)[O-])ccc1NC(=O)Cc1ccc(C)cc1
    -3 | 9 | -5 | 0.0 | -8 | 0.9 | 0 | -1 | 1 | 5 | 2
15	CCC1=NN(C(=O)COc2ccccc2)C(O)(c2ccc(Br)cc2)C1 (stereo not given)
    4 | 7 | -7 | 0.3 | 9 | -1.1 | 9 | -22 | 29 | 2 | u
16	CN(Cc1ccccc1)C(=S)NC(=O)c1ccccc1
    -1 | 6 | 2 | 0.0 | 3 | -0.9 | 5 | 0 | -6 | -3 | -1
17	COc1ccc(Cl)cc1/C=C1/C(=O)ON=C1C
    10 | 25 | -10 | 0.2 | -1 | 0.3 | 2 | -30 | 18 | -3 | -8
18	Cn1c(=NC(=O)c2ccco2)sc2cccc(F)c21
    x | -220 | -6 | 0.0 | -4 | -2.4 | 5 | -126 | -224 | -5 | 8
19	CC(=O)Nc1sc(C)c(C)c1C(=O)OCC(=O)NCc1ccccc1
    1 | -12 | -5 | 0.1 | 15 | -0.3 | x | 8 | -19 | 5 | -3
20	O=C(c1ccc(Cl)cc1)c1cn[nH]c1-c1ccccc1O
    -7 | -9 | -3 | -0.2 | 6 | -0.8 | -3 | -10 | -10 | 0 | 0
21	O=c1c(Cc2ccccc2)c(O)nc2n1CCCS2
    5 | 7 | -5 | -0.1 | 4 | -2.0 | -1 | 15 | -3 | 4 | 4
22	CCOc1ccc(-c2nnc(SCc3nnc(-c4ccccc4)o3)n2-c2ccccc2F)cc1
    6 | -102 | -1 | 0.9 | -27 | 2.6 | 0 | -20 | -82 | -4 | -1
23	NC(=O)CC(NC(=O)Cc1cccc2ccccc12)c1ccc(NCC2CC2)c([N+](=O)[O-])c1 (stereo not given)
    -2 | 6 | -6 | -0.3 | 2 | -2.0 | -1 | -11 | -2 | x | 2
24	CCC(=O)c1c[nH]c(C(=O)N2CCOCC2)c1
    1 | 14 | x | 0.1 | 5 | -0.4 | -1 | -26 | 5 | 1 | -8
25	Cc1cc(-c2ccc(C)c(S(=O)(=O)NCCCN(Cc3ccccc3)C(C)C)c2)on1
    4 | -6 | -5 | 0.3 | 2 | -0.3 | 0 | -12 | 10 | 0 | 1
26	Fc1ccc(Nc2c3c(nc4ccccc24)CCC3)cc1
    -6 | 17 | -4 | 2.5 | 0 | -0.3 | 3 | 37 | 21 | 2 | 39
27	O=C(C1=C[C@@H](c2coc3ccccc3c2=O)C[C@@H](OCc2ccc(CO)cc2)O1)N1CCCCCCC1
    -3 | 16 | x | -0.1 | 7 | 6.4 | -1 | -8 | 14 | -4 | -10
28	CCN1C(=O)[C@H]2[C@@H](c3ccc(-c4ccccc4)cc3)N3CCCC[C@@]3(C(=O)OC)[C@H]2C1=O
    20 | 2 | -10 | 0.1 | -3 | -0.5 | 3 | -24 | 17 | -1 | -11
29	O=C(/C=C/c1ccc2c(c1)OCO2)Nc1ccc(Cl)cn1
    9 | -228 | -5 | 0.6 | -59 | -4.6 | 1 | -92 | -235 | -2 | -3
30	Cc1nn(-c2ccc(Cl)cc2)c(Cl)c1/C=N/NC(=O)c1ccc(NS(=O)(=O)c2cccs2)cc1
    3 | -27 | -5 | 0.2 | -3 | -0.7 | -1 | -18 | -90 | 6 | 0
31	Cn1cc(CCNC(=O)C2CCC(=O)N(CCc3ccc(Cl)cc3)C2)cn1 (stereo not given)
    -15 | 14 | -7 | 0.0 | 6 | -0.4 | 0 | -34 | 23 | -3 | 0
32	COc1ccc(C)cc1NC(=O)CCN1CCN(c2ccccc2)CC1
    -2 | -4 | -5 | 0.2 | -6 | 0.6 | 0 | -10 | 9 | 4 | -9
33	COc1ccc(NC(C)=O)cc1NC(=O)CN1CCN(S(=O)(=O)c2ccc(C(C)C)cc2)CC1
    9 | -2 | 0 | -0.1 | -2 | -5.8 | -2 | 5 | 5 | 8 | 9
34	CCC(C)C(=O)N1CCc2cc(-c3csc(N)n3)ccc21 (stereo not given)
    8 | -291 | 1 | 0.5 | -71 | -3.3 | 1 | -129 | -213 | -7 | 0
35	COc1ccc(NC(=O)c2cc([N+](=O)[O-])ccc2NC(=O)CNCc2ccccn2)c(OC)c1
    -2 | 9 | -6 | 0.0 | 18 | 0.3 | -1 | -49 | -51 | 9 | 8
36	O=C(CN1C(=O)c2ccccc2C1=O)Nc1nnc(C2CCCO2)s1 (stereo not given)
    -3 | 6 | -7 | 0.1 | 13 | 4.1 | -3 | 24 | -8 | -9 | -3
37	CC(=O)c1ccc(OCC(=O)Nc2ccccc2C(=O)NC2CC2)cc1
    0 | 18 | -9 | -0.4 | 4 | -0.5 | 2 | -11 | 0 | -3 | 0
38	O=C(Cc1cccc([N+](=O)[O-])c1)Nc1ccc(C(=O)N2CCCCC2)cc1
    4 | 4 | -3 | 0.0 | -9 | 4.9 | x | -9 | -9 | 0 | -1
39	O=C(Nc1cccc(C(F)(F)F)c1)C(=O)N1CCCCC1
    2 | -89 | -4 | 0.0 | -24 | 1.4 | 3 | 3 | -101 | -17 | -3
40	CN(C)S(=O)(=O)c1cccc(NC(=O)COC(=O)COc2ccccc2[N+](=O)[O-])c1
    3 | 4 | -3 | -0.3 | 12 | -0.6 | 0 | 20 | 15 | -1 | 0
41	O=C(N/N=C/c1cccn1-c1ccc(O)cc1)c1cccc2ccccc12
    11 | 24 | -14 | -0.4 | -8 | 0.1 | -1 | -29 | 12 | 3 | 15
42	CCOc1ccc(NC(=O)N(CC(C)C)CC(C)C)cc1
    -4 | 6 | -9 | 0.0 | -3 | -4.0 | -1 | -6 | 3 | -3 | 0
43	CN1CCN(c2nnc(-c3ccc(Cl)cc3)c3ccccc23)CC1
    -9 | -3 | -21 | 0.0 | 0 | -0.4 | 0 | -35 | -3 | -4 | 35
44	CCCCn1nnnc1C(c1cc2ccccc2o1)N1CCCN(C(=O)OC(C)(C)C)CC1 (stereo not given)
    x | x | -6 | 0.1 | x | 1.0 | x | -12 | 10 | x | -3
45	COc1cc(S(=O)(=O)n2cnc(C)c2)ccc1Br
    -3 | 11 | -5 | -0.2 | -1 | 3.9 | 4 | 10 | 16 | -3 | -1
46	CCCn1nc([N+](=O)[O-])c(C(C#N)c2nc3ccccc3s2)c(Cl)c1=O (stereo not given)
    4 | 47 | -11 | 0.2 | 38 | -0.2 | 3 | -56 | 52* | x | 52

Single records, as listed above:
CCOc1ccc(NC(=O)N(CC(C)C)CC(C)C)cc1 reads PDI inh: -4; Peg3 prom inh: 6; CaV13 ICDI inh: -9; aDG glyco act: 0.0; TRPM1 prom inh: -3; hiPSC survival: -4.0; NR2E3 ag-1: -1; NR2E3 ag-2: -6; HIF-2a block: 3; Vif inh: -3; Granule exo inh: 0
CN1CCN(c2nnc(-c3ccc(Cl)cc3)c3ccccc23)CC1 reads PDI inh: -9; Peg3 prom inh: -3; CaV13 ICDI inh: -21; aDG glyco act: 0.0; TRPM1 prom inh: 0; hiPSC survival: -0.4; NR2E3 ag-1: 0; NR2E3 ag-2: -35; HIF-2a block: -3; Vif inh: -4; Granule exo inh: 35
